Screens as filed in PubChem BioAssay.
Growth percent in the NCI-60 one-dose screen (48 h, 10 µM unless noted): 100 = growth as untreated, 0 = no growth, -100 = all killed.
PC-3: PC-3 prostate cancer cells; 3.9% of 80,000 active; AID 1794754
SNB-19: SNB-19 CNS cancer cells; 2.5% of 81,000 active
HCC-2998: HCC-2998 colon cancer. 4.7% of 79,000 active. AID 1794799
SNB-75: SNB-75 CNS cancer; 5% of 79,000 active; AID 1794750
SF-539: SF-539 CNS cancer; 6.8% of 81,000 active
U251: U251 CNS tumor cells. 5.4% of 80,000 active. AID 1794753
SF-268: SF-268 CNS cancer cells | 3.1% of 82,000 active
SF-295: SF-295 CNS cancer cells; 5.6% of 79,000 active
* = called active by the depositor; & = joins results of further samples. Rule for the calls: active = growth percent below 10; inactive = the rest. Hits appear at their usual frequency; about 10% have a hit in one of these screens.

What do the screens show for `O=C1CC=C2C3CC4N(CCC45c4ccccc4N1C25)C/C3=C\CBr` (stereo not drawn)?
PC-3: 94; SNB-19: 106; HCC-2998: 110; SNB-75: 98; SF-539: 110; U251: 95; SF-268: 113; SF-295: 98

Results for O=c1[nH]cc(Br)c(=O)[nH]1 ?
PC-3: 57; SNB-19: 98; HCC-2998: 94; SNB-75: 102; SF-539: 99; U251: 96; SF-268: 105; SF-295: 92

What do the screens show for `COc1cc(/C=C/C(=O)c2cc(-c3ccc(F)cc3)ccc2O)cc(OC)c1OC`?
PC-3: 55; SNB-19: 87; HCC-2998: 93; SNB-75: 92; SF-539: 89; U251: 80; SF-268: 86; SF-295: 95

Results for O=C(Nc1nc(C(=O)N2CCN(C(c3ccccc3)c3ccccc3)CC2)cs1)c1ccc(Nc2ccc(Cl)c(Cl)c2)c([N+](=O)[O-])c1 ?
PC-3: 77; SNB-19: 69; HCC-2998: 97; SNB-75: 78; SF-539: 84; U251: 80; SF-268: 81; SF-295: 48

What do the screens show for `O=C1c2cccc3cccc(c23)C(=O)N1c1c(Cl)cc(Cl)cc1Cl`?
PC-3: 90; SNB-19: 100; HCC-2998: 105; SNB-75: 91; SF-539: 113; U251: 103; SF-268: 91; SF-295: 102

Results for O=c1oc2ccc(Br)cc2cc1C1=COc2ccccc2N=C1 ?
PC-3: 95; SNB-19: 104; HCC-2998: 124; SNB-75: 97; SF-539: 101; U251: 105; SF-268: 103; SF-295: 101

Results for COC(=O)c1cc(=O)[nH]c(=S)[nH]1 ?
PC-3: 98; SNB-19: 102; HCC-2998: 98; SNB-75: 100; SF-539: 105; U251: 95; SF-268: 102; SF-295: 100

Results for COC(=O)C1(O)NC(=C(C#N)C#N)C(C#N)=C1C(=O)c1cccc([N+](=O)[O-])c1 (stereo not drawn) ?
PC-3: 84; SNB-19: 95; HCC-2998: 104; SNB-75: 87; SF-539: 93; U251: 98; SF-268: 100; SF-295: 103

How did O=C(NCN1C(=O)c2cccc3cccc(c23)C1=O)N1CCC(Cc2ccccc2)CC1 do in these assays?
PC-3: 73; SNB-19: 93; HCC-2998: 109; SNB-75: 89; SF-539: 102; U251: 98; SF-268: 100; SF-295: 97

How did Cc1[nH]c(C(=O)Nc2ccc(C(N)=O)cc2OC2CCNCC2)c(Cl)c1Cl do in these assays?
PC-3: 83; SNB-19: 81; HCC-2998: 107; SNB-75: 36; SF-539: 52; U251: 74; SF-268: 73; SF-295: 101

Results for Cc1cc(N(CCO)c2ccccc2)nc(N)n1 ?
PC-3: 94; SNB-19: 104; HCC-2998: 92; SNB-75: 98; SF-539: 103; U251: 94; SF-268: 104; SF-295: 100

How did COc1cccc(-c2nc3sccn3c2-c2ccnc(NCCCNS(=O)(=O)c3ccc(C(F)(F)F)cc3)c2)c1 do in these assays?
PC-3: 29; SNB-19: 69; HCC-2998: 72; SF-539: 55; U251: 55; SF-268: 46; SF-295: 44

Results for N#Cc1c(-c2ccc(O)cc2)nc(SCC(=O)NNc2ncnc3ccccc23)[nH]c1=O ?
PC-3: 102; SNB-19: 99; HCC-2998: 113; SNB-75: 110; SF-539: 100; U251: 111; SF-268: 111; SF-295: 102

How did COc1cccc(C(=O)OCC(O)C(=O)NC23CC4CC(CC(C4)C2)C3)c1 (stereo not drawn) do in these assays?
PC-3: 93; SNB-19: 97; HCC-2998: 105; SNB-75: 95; SF-539: 103; U251: 94; SF-268: 102; SF-295: 96

Results for CC(C)(CO)N(CCO)CCO ?
PC-3: 91; SNB-19: 103; HCC-2998: 105; SNB-75: 102; SF-539: 97; U251: 91; SF-268: 104; SF-295: 108

How did Cc1ccc(NC2C(=O)NC(=S)NC2=O)c(C)c1 do in these assays?
PC-3: 91; SNB-19: 101; HCC-2998: 105; SNB-75: 83; SF-539: 106; U251: 98; SF-268: 104; SF-295: 111

What do the screens show for `O=C(Cn1c(=O)sc2ccccc21)NNS(=O)(=O)c1ccccc1[N+](=O)[O-]`?
PC-3: 96; SNB-19: 103; HCC-2998: 107; SNB-75: 83; SF-539: 99; U251: 98; SF-268: 97; SF-295: 103

How did COc1ccc2c(c1)c(-c1nc(-c3cn(C)c4ncccc34)cs1)cn2C do in these assays?
PC-3: 77; SNB-19: 109; HCC-2998: 99; SNB-75: 99; SF-539: 104; U251: 93; SF-268: 111; SF-295: 99

What do the screens show for `Cc1ccccc1S(=O)(=O)n1cc(C(=O)C(=O)Nc2ccncc2)c2ccccc21`?
PC-3: 55; SNB-19: 84; HCC-2998: 87; SNB-75: 89; SF-539: 107; U251: 98; SF-268: 107

What do the screens show for `COc1ccccc1C1OC2=C(Nc3ccc([N+](=O)[O-])cc3N2)C1=O` (stereo not drawn)?
PC-3: 70; SNB-19: 99; HCC-2998: 106; SNB-75: 78; SF-539: 88; U251: 97; SF-268: 94; SF-295: 115

How did O=C(CC(=O)C(F)(F)C(F)(F)C(F)(F)F)c1ccc(Cl)s1 do in these assays?
PC-3: 96; SNB-19: 106; HCC-2998: 93; SNB-75: 100; SF-539: 102; U251: 99; SF-268: 104; SF-295: 107

Results for CNCC(=O)Nc1ccc(C(=O)OCC(C)C)cc1 ?
PC-3: 92; SNB-19: 99; HCC-2998: 100; SNB-75: 90; SF-539: 47; U251: 86; SF-268: 89; SF-295: 94

Results for Cc1ccc2oc(-c3ccccc3)c(O)c(=O)c2c1 ?
PC-3: 49; SNB-19: 59; HCC-2998: 102; SNB-75: 104; SF-539: 60; U251: 37; SF-268: 80; SF-295: 121

What do the screens show for `Cc1cc2oc(/C=C/c3ccccc3)cc(=O)c2c(C)c1Cl`?
PC-3: 97; SNB-19: 90; HCC-2998: 106; SNB-75: 116; SF-539: 99; U251: 94; SF-268: 102; SF-295: 96

How did Cc1ccc(N/N=C(/C(=O)c2ccc(Cl)cc2)c2nc(C)cc(=O)[nH]2)cc1 do in these assays?
PC-3: 95; SNB-19: 104; HCC-2998: 116; SNB-75: 116; SF-539: 85; U251: 103; SF-268: 107; SF-295: 90

What do the screens show for `Cc1[nH]c(C(=O)Nc2ccc(C(=O)N3CCN(c4cc5c(cc4F)c(=O)c(C(=O)O)cn5C4CC4)CC3)cc2OC(C)C)c(Cl)c1Cl`?
PC-3: 59; SNB-19: 90; HCC-2998: 96; SNB-75: 68; SF-539: 75; U251: 36; SF-268: 78; SF-295: 81

What do the screens show for `CC1=NN(c2ccc(Cl)cc2)C(=O)C1`?
PC-3: 92; SNB-19: 100; HCC-2998: 93; SNB-75: 95; SF-539: 99; U251: 101; SF-268: 97; SF-295: 102

How did CSc1nnc(-c2cc3c([nH]c4ccccc43)c(-c3cccc(O)c3)n2)n1-c1ccc(C)cc1 do in these assays?
PC-3: 26; SNB-19: 54; HCC-2998: 54; SNB-75: 30; SF-539: 32; U251: 29; SF-268: 49; SF-295: 15

How did COc1ccc(/C(C)=C(\c2ccc(OCCN3CCCCCC3)cc2)c2ccc(OC(=O)C3CCCCC3)cc2)cc1 do in these assays?
PC-3: -50*; SNB-19: 3.6*; HCC-2998: -79*; SNB-75: -11*; SF-539: -85*; U251: -85*; SF-268: -31*; SF-295: -90*

What do the screens show for `O=C(Cc1ccccc1)NCCCNC(=O)Cc1ccccc1`?
PC-3: 86; SNB-19: 105; HCC-2998: 99; SNB-75: 98; SF-539: 124; U251: 100; SF-268: 101; SF-295: 107

How did Clc1ccc2c(c1)Cc1cc(N=Cc3ccccc3Cl)ccc1-2 do in these assays?
PC-3: 103; SNB-19: 85; SNB-75: 78; SF-539: 84; U251: 92; SF-268: 85; SF-295: 110

What do the screens show for `COc1ccc(/C=N/NC(N)=S)c(OC)n1`?
PC-3: 105; SNB-19: 102; HCC-2998: 115; SNB-75: 80; SF-539: 100; U251: 96; SF-268: 109; SF-295: 106

What do the screens show for `CCC(c1ccccc1)c1noc(CCN(CC)CC)n1` (stereo not drawn)?
PC-3: 95; SNB-19: 105; HCC-2998: 106; SNB-75: 87; SF-539: 101; U251: 98; SF-268: 103; SF-295: 108

How did COc1cc(/C=C/C(=O)c2cnn(-c3cc(=O)[nH]c4ccc(Cl)cc34)c2C)cc(OC)c1OC do in these assays?
PC-3: -27*; SNB-19: -69*; HCC-2998: -94*; SNB-75: -11*; SF-539: -69*; U251: -66*; SF-268: -24*; SF-295: -71*

What do the screens show for `CN1CCN(Cc2cn(-c3ccc(S(N)(=O)=O)cc3)nn2)CC1`?
PC-3: 103; SNB-19: 108; HCC-2998: 108; SNB-75: 95; SF-539: 100; U251: 99; SF-268: 103; SF-295: 107

How did CNc1ccc(Cl)cc1S(=O)(=O)c1ccccc1[N+](=O)[O-] do in these assays?
PC-3: 96&92; SNB-19: 104&110; HCC-2998: 109; SNB-75: 11&73; SF-539: 98&86; U251: 87&84; SF-268: 91&106; SF-295: 104&108

How did C=CCOC(=O)C1=C(C)NC2=C(C(=O)CC(C)(C)C2)C1C (stereo not drawn) do in these assays?
PC-3: 85; SNB-19: 93; HCC-2998: 99; SNB-75: 76; SF-539: 95; U251: 94; SF-268: 93; SF-295: 87

What do the screens show for `CN(C)c1ccnc2c1ccn2C(=O)NS(=O)(=O)c1ccc(Cl)cc1`?
PC-3: 96; SNB-19: 106; SF-539: 93; U251: 101; SF-268: 105; SF-295: 101

Results for CN(C)CCCCNc1ccc(NCCCCN(C)C)c2c1C(=O)c1c(O)ccc(O)c1C2=O ?
PC-3: -77*; SNB-19: 2.1*; HCC-2998: -86*; SNB-75: 80; U251: -86*; SF-268: 76; SF-295: -81*

Results for COC(=O)c1nc(=S)[nH]c(C(=O)OC)c1C(=O)c1ccccc1 ?
PC-3: 91; SNB-19: 102; HCC-2998: 116; SNB-75: 87; SF-539: 88; U251: 105; SF-268: 108; SF-295: 103

How did COc1cc2c(cc1OC)-c1ccc3cc4c(cc3c1N(CCN(C)C)C2)OCO4 do in these assays?
PC-3: 0.2*; SNB-19: 8.3*; HCC-2998: 27; SNB-75: -5.6*; SF-539: -7.8*; U251: -43*; SF-268: 24; SF-295: -6.2*

What do the screens show for `CCC(=O)N1N=C(c2ccc(-n3ccc(C(F)(F)F)n3)cc2)CC1c1ccc[nH]1` (stereo not drawn)?
PC-3: 90; SNB-19: 97; HCC-2998: 118; SNB-75: 92; SF-539: 97; U251: 94; SF-268: 104; SF-295: 95

How did Fc1ccc(/C=C/c2cc(N3CCOCC3)c3cc(F)c(F)cc3n2)cc1 do in these assays?
PC-3: 86; SNB-19: 98; HCC-2998: 83; SNB-75: 98; SF-539: 94; SF-268: 103; SF-295: 82

Arranged by SMILES length (ascending): some entries from above
Results for O=c1oc2ccc(Br)cc2cc1C1=COc2ccccc2N=C1 ?
PC-3: 95; SNB-19: 104; HCC-2998: 124; SNB-75: 97; SF-539: 101; U251: 105; SF-268: 103; SF-295: 101

How did COc1cccc(C(=O)OCC(O)C(=O)NC23CC4CC(CC(C4)C2)C3)c1 (stereo not drawn) do in these assays?
PC-3: 93; SNB-19: 97; HCC-2998: 105; SNB-75: 95; SF-539: 103; U251: 94; SF-268: 102; SF-295: 96

Results for COC(=O)C1(O)NC(=C(C#N)C#N)C(C#N)=C1C(=O)c1cccc([N+](=O)[O-])c1 (stereo not drawn) ?
PC-3: 84; SNB-19: 95; HCC-2998: 104; SNB-75: 87; SF-539: 93; U251: 98; SF-268: 100; SF-295: 103

Gathered by group, the entries above containing fluorine.
What do the screens show for `COc1cc(/C=C/C(=O)c2cc(-c3ccc(F)cc3)ccc2O)cc(OC)c1OC`?
PC-3: 55; SNB-19: 87; HCC-2998: 93; SNB-75: 92; SF-539: 89; U251: 80; SF-268: 86; SF-295: 95

How did COc1cccc(-c2nc3sccn3c2-c2ccnc(NCCCNS(=O)(=O)c3ccc(C(F)(F)F)cc3)c2)c1 do in these assays?
PC-3: 29; SNB-19: 69; HCC-2998: 72; SF-539: 55; U251: 55; SF-268: 46; SF-295: 44

How did O=C(CC(=O)C(F)(F)C(F)(F)C(F)(F)F)c1ccc(Cl)s1 do in these assays?
PC-3: 96; SNB-19: 106; HCC-2998: 93; SNB-75: 100; SF-539: 102; U251: 99; SF-268: 104; SF-295: 107

What do the screens show for `Cc1[nH]c(C(=O)Nc2ccc(C(=O)N3CCN(c4cc5c(cc4F)c(=O)c(C(=O)O)cn5C4CC4)CC3)cc2OC(C)C)c(Cl)c1Cl`?
PC-3: 59; SNB-19: 90; HCC-2998: 96; SNB-75: 68; SF-539: 75; U251: 36; SF-268: 78; SF-295: 81

What do the screens show for `CCC(=O)N1N=C(c2ccc(-n3ccc(C(F)(F)F)n3)cc2)CC1c1ccc[nH]1` (stereo not drawn)?
PC-3: 90; SNB-19: 97; HCC-2998: 118; SNB-75: 92; SF-539: 97; U251: 94; SF-268: 104; SF-295: 95

How did Fc1ccc(/C=C/c2cc(N3CCOCC3)c3cc(F)c(F)cc3n2)cc1 do in these assays?
PC-3: 86; SNB-19: 98; HCC-2998: 83; SNB-75: 98; SF-539: 94; SF-268: 103; SF-295: 82
